Screening data from PubChem BioAssay.
POLI inh: qHTS for Inhibitors of Polymerase Iota | DNA polymerase iota (Homo sapiens), Q9UNA4 | Pol iota fluorescent replication assay, 10 min | Potency, µM (highest dose often 115 µM), for inactives: top-dose activity, negative = inhibition, hits mostly inhibitors | 390,000 tested, 1% active | AID 588590, 2011
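Fluorescent replication assay read twice, at 0 min and 10 min after adding 50 nM (final) substrate. Enzyme (10 nM) and compounds were first incubated 15 min at room temperature; enzyme-free buffer wells were negative controls.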
G9a block: qHTS Assay for Inhibitors of Histone Lysine Methyltransferase G9a; Histone-lysine N-methyltransferase EHMT2 (Homo sapiens), Q96KQ7; G9a H3K9 monomethylation, AlphaScreen, 2 h; Potency, µM (doses to about 102 µM), for the others: at the top dose activity, negative = inhibition, hits mostly inhibitors; 350,000 tested, 8.8% active; note: % is set by controls: 0 for no effect and ±100 for the full control effect; nearly all actives have a fitted effect of over 75% in size
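Enzyme 20 nM + cpd, 15 min RT; add b-H3K9 pep 500 nM / SAM 20 uM; 2 h RT; anti-H3K9me1 Ab 0.5 ug/mL + SA donor / anti-rabbit acceptor beads 20 ug/mL each, 10 min; AlphaScreen read.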
Pin1 inhibitor: qHTS Assay to Find Inhibitors of Pin1 | Pin1 FP peptide displacement, HiFluor488, 10 min | Peptidyl-prolyl cis-trans isomerase NIMA-interacting 1 (Homo sapiens), Q13526 | 390,000 tested, 0.009% active | Potency, µM (highest dose often 115 µM), without a hit: top-dose activity, negative = inhibition, hits mostly inhibitors; active = well fitted inhibition curve with a large enough effect in the polarisation, with a control signal flat, not every such curve was filed as active; inconclusive = small, poorly fitted or top-dose-only effect, or effect the other way, or a change in a side signal; inactive = no such curve, though single readings can be large or run the other way; the % refers to the polarisation; note: % is set by controls: 0 for no effect and ±100 for the full control effect
BAZ2B inh: qHTS Assay for Inhibitors of BAZ2B; Bromodomain adjacent to zinc finger domain protein 2B (Homo sapiens), Q9UIF8; AlphaScreen BAZ2B-H3K14Ac peptide displacement; Potency, µM (highest dose often 114 µM), inactives show top-dose activity change, negative = inhibition, actives largely listed as inhibitors; 360,000 tested, 4.4% active; AID 504333, 2011; note: % is set by controls: 0 for no effect and ±100 for the full control effect; nearly all actives have a fitted effect of over 60% in size
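Protein-peptide AlphaScreen: BAZ2B 50 nM, b-H3K14Ac 50 nM, 1x PBS pH 7.4 + 0.01% Tween-20. Preincubation 30 min RT; cpd 30 min RT (top 110 uM); beads 20 min RT, light-protected.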
JMJD2A Tudor: qHTS Assay for Inhibitors of JMJD2A-Tudor Domain; Lysine-specific demethylase 4A (Homo sapiens), O75164; AlphaScreen JMJD2A-Tudor / H3K4me3 peptide binding; Potency, µM (highest dose often 114 µM), without a hit: at the top dose activity change, negative = inhibition, usual class: inhibitors; 390,000 tested, 4.4% active; note: % is set by controls: 0 for no effect and ±100 for the full control effect; nearly all actives have a fitted effect of over 50% in size
PGK inhibitor: qHTS Assay to Find Inhibitors of Phosphoglycerate Kinase; PGK/GAPDH coupled, Kinase-Glo luminescence, 60 min; Potency, µM (highest dose often 57.5 µM), without a hit: at the top dose activity change, negative = inhibition, usual class: inhibitors; 380,000 tested, 0.043% active; note: % is set by controls: 0 for no effect and ±100 for the full control effect; nearly all actives have a fitted effect of over 60% in size
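Luminescent ATP detection (Kinase-Glo Plus) follows a 60-minute room-temperature incubation, with wells lacking PGK as controls. Buffer: 100 mM TEA (pH 7.6), 5 mM MgCl2, 0.01% Tween-20. Coupling enzyme GAPDH (100 nM final) supplies unstable 1,3-BPG in-well.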
BLM inh: qHTS Assay for Inhibitors of Bloom's syndrome helicase (BLM) | RecQ-like DNA helicase BLM (Homo sapiens), P54132 | recombinant BLM DNA unwinding, fluorescence dequenching | Potency, µM (highest dose often 56.1 µM), for the others: at the top dose activity change, negative = inhibition, actives largely listed as inhibitors | 350,000 tested, 0.2% active | AID 2528, 2010;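 note: plate controls were vehicle for no effect and no enzyme for full effect; nearly all actives have a fitted effect of over 35% in size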
GLS inh: qHTS for Inhibitors of Glutaminase (GLS); Glutaminase kidney isoform, mitochondrial (Homo sapiens), O94925; GLS enzymatic activity, qHTS titration; Potency, µM (highest dose often 45.5 µM), for the others: at the top dose activity change, negative = inhibition, usual class: inhibitors; 410,000 tested, 0.21% active; AID 624170, 2012; note: % is set by controls: 0 for no effect and ±100 for the full control effect
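Read-out is an Amplex red fluorescence increase coupled through glutamate oxidase and HRP, measured before and after 30 min room-temperature incubation. hKGA is in 45 mM KH2PO4 (pH 8.2) with 0.02% Tween-20; glutamine added as 1mM solution.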
HP1b chromo inh: HTS for Inhibitors of HP1-beta Chromodomain Interactions with Methylated Histone Tails | Chromobox protein homolog 1 (Homo sapiens), P83916 | AlphaScreen HP1-beta / biotin-H3K9me3 peptide binding | Potency, µM (series often up to 114 µM), without a hit: top-dose activity change, negative = inhibition, most hits filed as inhibitors | 390,000 tested, 0.56% active; note: nearly all actives have a fitted effect of over 70% in size; inactives centre near 23
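HP1-beta protein (50 nM final) preincubated 30 min at room temperature with biotinylated H3(1-18)K9me3 peptide (50 nM) in PBS pH 7.4, 0.01% Tween-20, then compound added for 30 min. AlphaScreen streptavidin donor/nickel chelate acceptor beads (10 ug/mL final), 30 min dark, luminescence read.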
Active calls of the source: *; i = inactive; u = inconclusive; x = no result given; [ ] = another dose, or the depositor's remark. Unless noted, calls come from the whole dose curve; as a rule, active = well fitted curve in the direction sought with a large enough effect; inconclusive = small, poorly fitted or top-dose-only effect, or another doubt; inactive = no such curve, though single readings can be large; an effect the other way counts as inactive or inconclusive. Potency is the fitted concentration of half-maximal effect. An excerpt; count on the stated rates, not on these rows.

POLI inh	G9a block	Pin1 inhibitor	BAZ2B inh	JMJD2A Tudor	PGK inhibitor	BLM inh	GLS inh	HP1b chromo inh	SMILES
-4.4%	3.1%[59 µM]	2.3%	-8.3%	-9.5%	-2.2%	-5.7%	7.7%	-0.6%	O=C1Nc2ccccc2Oc2cc(Oc3ccc(Cl)cc3)ccc21
7.7%	u	-3.1%	u	-2.3%	-6.0%	1.0%	3.1%	59.6%[activator]	Cn1c(=O)[nH]c(Nc2ccccc2)c([N+](=O)[O-])c1=O
21.9%	6.5%	14.4%	-32.4%	-24.8%	-3.1%	x	1.5%	1.0%	O=C(NCc1nnnn1-c1ccc(F)c(F)c1)C(=O)c1c[nH]c2ccccc12
38.5%[activator]	24.8%	-9.1%	-2.6%	-5.2%	-13.3%	-0.5%	-1.4%	23.2%	CCS(=O)(=O)c1ccc2oc(Nc3ccccc3Br)nc2c1
-22.7%	-2.1%	0.1%	-10.7%	5.3%	i	-1.8%	-2.9%	34.6%	Cc1nn(C)c(NC(=O)c2ccc(Cl)cc2)c1Cl
14.2%	-2.5%[59 µM]	7.3%	2.9%	-5.9%	i	-1.8%	2.5%	24.3%	CCCS(=O)(=O)N1CC(=O)N(c2ccc(C)c(Cl)c2)C(C)(C(=O)NC2CCCCCC2)C1 (configuration not stated)
30.3%[activator]	26.9%	17.1%	-3.8%	6.8%	3.4%	-5.5%	12.2%	32.3%	CC(=O)O/N=C/c1c(NCc2ccccc2)nc2c(C)cccn2c1=O
-18.1%	x	0.8%	x	-2.8%	-6.2%	x	-4.8%	-1.1%	Cc1cccc(N2CCN(C(=O)Cn3nc(Cc4ccncc4)c4ccccc4c3=O)CC2)c1C
14.4%	27.1%	4.3%	-3.1%	-10.3%	i	-3.7%	0.7%	23.3%	Cc1ccc(S(=O)(=O)/N=C(/c2ccc(F)cc2)N2CCCC2)cc1
28.6%	x	-3.2%	1.1%	1.0%	i	1.6%	-8.6%	34.8%	COc1ccc(NC(=O)CC(C)CC(=O)NCc2ccc(F)cc2)c(OC)c1 (configuration not stated)
u	u	9.7%	1.9%	-29.6%	-2.4%	-3.3%	-11.4%	23.1%	CN(C)c1ccc(C(=O)Nc2ccc(S(=O)(=O)NC3=NCCCCC3)cc2)cc1
73.3%[activator]	1.4%	-1.0%	-4.7%	4.2%	-8.5%	-1.4%	3.7%	35.9%	CC(C)Nc1c([N+](=O)[O-])c(=O)oc2ccccc12
16.7%	31.6%[59 µM]	-1.0%	-2.9%	-13.2%	4.4%	-11.1%	-0.7%	15.8%	CC(=O)NC1=NN(C(C)=O)C(C)(CCS(=O)(=O)c2ccc(Br)cc2)S1 (configuration not stated)
-2.2%	x	6.8%	x	-19.2%	-0.2%	x	1.2%	40.0%[activator]	COc1cc(C(=O)NCC(c2cccs2)N2CCOCC2)cc(Br)c1OCc1ccccc1 (configuration not stated)
12.2%	u	-5.9%	3.4%	-18.1%	-9.7%	2.2%	0.5%	19.8%	Cc1ccc(NC(=S)Nc2ccc3cn[nH]c3c2)cc1C
-11.8%	-33.2%	-4.2%	-9.3%	-18.1%	x	-6.9%	-0.6%	27.9%	Cc1c(C(=O)CN2CCCC(C)(C)C2)c2ccccc2n1C
10.2%	-49.6%	0.7%	u	-25.9%	-1.0%	-1.6%	0.4%	18.6%	CCC(C)(C)NC(=O)CC(c1ccc(OC)cc1)n1cccc1 (configuration not stated)
-7.7%	30.8%	-2.1%	-18.2%	-4.0%	u	1.5%	7.3%	22.5%	C=CCN1CCN(C(=O)CSc2ccccc2)CC1
17.5%	18.9%	-0.1%	0.8%	-9.6%	-7.6%	-9.0%	4.7%	15.6%	Cc1cccc(CSC(=N)N)c1
-8.5%	7.6%	5.9%	-7.6%	-22.4%	-10.6%	-1.8%	7.2%	15.5%	CS(=O)(=O)Nc1ccc(-c2cc(/C=C3\SC(N)=NC3=O)c[nH]c2=O)cc1
58.5%[activator]	19.6%	-9.2%	4.5%	-21.4%	-2.9%	-2.3%	u	-10.7%	C/C(=N\NC(=O)c1nnn(-c2nonc2N)c1CSc1ccccc1)c1ccc2c(c1)OCO2
12.7%	-42.0%[59 µM]	0.6%	-30.8%	-9.5%	-0.2%	-3.5%	1.4%	48.5%[activator]	O=C(CCCSc1nc2ccccc2[nH]1)NC1=NCCS1
5.6%	u	-3.5%	u	-9.4%	2.5%	-1.3%	3.8%	4.6%	COc1ccc2cc(CN(CCCN3CCOCC3)Cc3nnnn3C3CCCC3)c(=O)[nH]c2c1
u	u	6.2%	4.6%[57.1 µM]	-19.4%	4.1%	-2.6%	10.1%	37.5%	CC(=O)C1=C(C)OC(N)=C(C#N)C1c1cc2cccc(C)c2nc1Cl (configuration not stated)
-8.8%	-5.8%	29.7%	-27.3%	-2.1%	-6.0%	-10.2%	-9.8%	31.8%	N#Cc1ccc(Cn2ccnc2C(=O)Nc2ccccc2)cc1
37.1%[activator]	24.1%[59 µM]	u	8.7%	-10.4%	18.4%	-2.3%	-10.5%	43.8%[activator]	Cc1ccc(C)c(-c2csc(-c3c(N)c(C(=O)c4ccc5c(c4)OCO5)n4ccccc34)n2)c1
-0.1%	x	-6.1%	x	-7.6%	i	x	4.4%	30.7%	CC1(N=Cc2cc(Cl)ccc2O)COP(=O)(Nc2ccccc2)OC1 (configuration not stated)
9.4%	u	-3.9%	-3.3%	-7.5%	7.6%	-0.7%	12.3%	-22.1%	Cc1c(NC(=O)OCCNC(=O)Nc2ccccc2)sc(=S)n1C
27.1%	6.9%[0.501 µM]	-5.1%	56.2µM*	-20.0%	-9.4%	x	-8.4%	32.7%	CCOC(=O)c1[nH]cnc1C(=O)N[C@@H](C)c1ccccc1
6.5%	19.9%[59 µM]	-0.7%	-2.0%	8.5%	-0.6%	-0.2%	-12.8%	8.9%	O=C(Cn1nc(-c2ccccc2)ccc1=O)NCC1CCCO1 (configuration not stated)
-12.2%	12.2%	1.5%	-2.2%	-11.2%	-8.0%	-0.4%	2.0%	36.1%	O=C(NNC(=O)c1ccncc1)Nc1cccc(C(F)(F)F)c1
-8.1%	x	-0.6%	x	u	-16.6%	x	-10.1%	-32.2%	CC(=O)Nc1ccc(/C(C)=N/NC(=O)c2ccc(COc3ccccc3Cl)o2)cc1
-3.5%	6.4%	-2.5%	-6.4%	2.8%	12.6%	x	3.4%	24.5%	CC(OC(=O)C1CSC2(C)CCC(=O)N12)C(=O)Nc1cccc(C#N)c1 (configuration not stated)
10.1%	11.2µM*	-2.8%	-17.2%	-25.0%	i	-5.0%	0.9%	8.8%	CN1CCN(CCC(=O)Nc2ccc(Cl)cc2)CC1
15.6%	6.7%[59 µM]	0.5%	-2.5%	-19.3%	-3.1%	x	4.2%	6.7%	CC1CCCCC1NC(=O)CNC(=O)c1ccco1 (configuration not stated)
u	u	-0.4%	-15.8%	-22.4%	i	0.2%	40.5%[activator]	6.2%	COc1ccc(N2CCN(C(=O)CN(C)S(=O)(=O)c3cc(C)ccc3OC)CC2)cc1
13.9%	-4.7%[59 µM]	1.8%	2.4%	-30.5%	-3.8%	-11.3%	-6.9%	10.2%	CCOC(=O)Cc1ccc(NC(=O)Nc2cc3c(cc2N2CCCCC2)n(C)c(=O)n3C)cc1
-16.3%	-2.5%[59 µM]	-1.4%	-3.6%	-11.0%	-7.8%	1.5%	-7.1%	22.0%	Nc1nc(NCC2CCCO2)nc(Nc2ccc(F)cc2)c1[N+](=O)[O-] (configuration not stated)
-8.4%	7.1%[59 µM]	-0.9%	-9.3%	u	-5.0%	-2.0%	2.2%	5.9%	Cc1cc(N2C(=O)C(O)=C(C(=O)c3cccs3)C2c2ccccc2)no1 (configuration not stated)
25.0%	x	0.4%	x	4.4%	0.0%	x	-0.2%	52.0%[activator]	CCOc1ccc(C(=O)OCC(=O)NCC2CCCO2)cc1 (configuration not stated)
44.5%[activator]	-4.7%	-0.9%	4.2%	-14.0%	-6.1%	-12.4%	8.8%	25.2%	CCOc1ccc(NC(=S)N2CCN(c3ccc(N4CCOCC4)nn3)CC2)cc1

4 entries from above in a different format:
Nc1nc(NCC2CCCO2)nc(Nc2ccc(F)cc2)c1[N+](=O)[O-] (configuration not stated)
  POLI inh = -16.3%	G9a block = -2.5%[59 µM]	Pin1 inhibitor = -1.4%	BAZ2B inh = -3.6%	JMJD2A Tudor = -11.0%	PGK inhibitor = -7.8%	BLM inh = 1.5%	GLS inh = -7.1%	HP1b chromo inh = 22.0%
Cc1cc(N2C(=O)C(O)=C(C(=O)c3cccs3)C2c2ccccc2)no1 (configuration not stated)
  POLI inh = -8.4%	G9a block = 7.1%[59 µM]	Pin1 inhibitor = -0.9%	BAZ2B inh = -9.3%	JMJD2A Tudor = u	PGK inhibitor = -5.0%	BLM inh = -2.0%	GLS inh = 2.2%	HP1b chromo inh = 5.9%
CCOc1ccc(C(=O)OCC(=O)NCC2CCCO2)cc1 (configuration not stated)
  POLI inh = 25.0%	G9a block = x	Pin1 inhibitor = 0.4%	BAZ2B inh = x	JMJD2A Tudor = 4.4%	PGK inhibitor = 0.0%	BLM inh = x	GLS inh = -0.2%	HP1b chromo inh = 52.0%[activator]
CCOc1ccc(NC(=S)N2CCN(c3ccc(N4CCOCC4)nn3)CC2)cc1
  POLI inh = 44.5%[activator]	G9a block = -4.7%	Pin1 inhibitor = -0.9%	BAZ2B inh = 4.2%	JMJD2A Tudor = -14.0%	PGK inhibitor = -6.1%	BLM inh = -12.4%	GLS inh = 8.8%	HP1b chromo inh = 25.2%
